High-throughput results as filed in PubChem.
KCNH2 3.1 inh: inhibitors of human KCNH2 3.1 potassium channel isoform | activity change, % (tested at about 1.8 µM) | U2OS KCNH2 3.1, thallium flux FluxOr; stronger effect = lower value | actives 0.95% (n = 340,000);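 active means maximum activity change below -70%; inconclusive means maximum activity change from -70% to -50%; inactive means maximum activity change above -50%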;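 further: thallium influx rate constant from kinetic fluorescence after stimulation buffer; on the % scale 0 is the no-effect control and ±100 the full control effect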
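Channel expression came from 3.1 mutant virus (1.77 x 10^8 /mL) applied to suspended U2OS cells for 4 h. Flux was tracked with FluxOr dye plus Red40 quencher, and kinetic rate constants normalized to controls.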
NPC1 prom act: activators of NPC1 promoter | Huh7 NPC1 promoter luciferase reporter, 24 h | Potency, µM (series often up to 9.22 µM), inactives show at the top dose activation, most hits filed as activators | actives 2.4% (n = 320,000) | AID 485313;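 further: potency means the concentration at half of the fitted maximal effect; % of control where 0% means no effect; nearly all actives have a fitted effect of over 60% in size; reporter is driven by a mutant NPC1 promoter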
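Quantitative HTS used a cell-based reporter: Huh7 cells stably bearing the NPC1 promoter upstream of luciferase were treated with compounds for 24 h, and promoter activation was read as luminescence.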
RORgamma inh: blocks mouse ROR gamma transcriptional activity; P51450; Drosophila S2 Gal4-RORgamma UAS-luciferase reporter, 20 h; Potency, µM (doses to about 53.6 µM), for inactives: top-dose activity change, negative = inhibition, hits mostly inhibitors; actives 5.4% (n = 310,000); AID 2551; further: potency means the concentration at half of the fitted maximal effect; on the % scale 0 is the no-effect control and ±100 the full control effect; nearly all actives have a fitted effect of over 60% in size
Target sequence (P51450 whole entry, looked up, the tested form may be a part): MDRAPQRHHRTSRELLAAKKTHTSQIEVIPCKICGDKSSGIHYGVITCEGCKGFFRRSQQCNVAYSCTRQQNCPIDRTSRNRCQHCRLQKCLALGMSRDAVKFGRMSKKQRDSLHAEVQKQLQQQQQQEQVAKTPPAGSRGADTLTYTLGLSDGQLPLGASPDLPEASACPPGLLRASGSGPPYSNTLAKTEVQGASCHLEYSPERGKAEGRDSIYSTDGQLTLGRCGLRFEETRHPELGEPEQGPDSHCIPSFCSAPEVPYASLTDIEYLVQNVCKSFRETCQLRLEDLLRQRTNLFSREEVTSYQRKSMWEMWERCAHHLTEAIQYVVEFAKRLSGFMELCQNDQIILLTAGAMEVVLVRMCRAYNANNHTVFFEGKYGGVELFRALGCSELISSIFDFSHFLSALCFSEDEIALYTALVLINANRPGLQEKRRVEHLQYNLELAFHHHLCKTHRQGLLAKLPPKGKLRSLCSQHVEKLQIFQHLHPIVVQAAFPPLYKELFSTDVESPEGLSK
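ROR gamma transcriptional activity was tracked as Gal4-UAS luciferase output in stably transfected Drosophila Schneider cells, with compound added 1 hr before 700 uM copper sulfate induction and a 20 hr ambient-temperature incubation.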
Giardia killer: Giardia lamblia killing | actives 0.15% (n = 340,000) | activity change, % at 7.66 µM, hits read low | AID 540267 | Giardia lamblia trophozoite viability; in the data active means activity change below about -80%; inconclusive means between about -30% and that limit;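 further: parasites exposed to compound for two days anaerobically before the ATP read; on the % scale 0 is the no-effect control and ±100 the full control effect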
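Giardia trophozoites, 100 cells per well, were exposed to compounds for 48 hrs at 37 deg C under anaerobic conditions; viability was then read as ATP content by bioluminescence after 15-30 min at room temperature.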
Rab9 promoter act: activates the Rab9 promoter. AID 485297. Potency, µM (top dose mostly 9.22 µM), for inactives: at the top dose activation, negative = inhibition, usual class: activators. Huh7 Rab9 promoter-luciferase reporter, luminescence, 24 h. actives 2.8% (n = 320,000); further: potency means the concentration at half of the fitted maximal effect; % of control where 0% means no effect; nearly all actives have a fitted effect of over 60% in size
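Using Huh7 cells stably transfected with Rab9 promoter–luciferase, compounds were incubated 24 h at 37 °C, 5% CO2; luciferase luminescence was read 10 min after reagent addition.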
Gal4-VP16 FLuc: counter-screen for ROR gamma inhibitors: Gal4-VP16 reporter; Drosophila S2 Gal4-VP16 UAS-luciferase, luminescence, 20 h; Potency, µM (titrated, usually from 53.6 µM), for the others: top-dose activity, negative = inhibition, most hits filed as inhibitors; actives 3.5% (n = 310,000);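 further: Gal4-VP16 expression switched on by copper sulfate through the metallothionein promoter; potency means the concentration at half of the fitted maximal effect; on the % scale 0 is the no-effect control and ±100 the full control effect; nearly all actives have a fitted effect of over 50% in size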
ELG1 genotox: induces genotoxicity in HEK293T cells with luciferase-tagged ELG1; actives 1.3% (n = 330,000); HEK293T ELG1-luciferase reporter, luminescence, 16 h; Potency, µM (top dose mostly 46 µM), without a hit: at the highest dose activity change, positive = activation, most hits filed as activators; AID 504466; further: potency means the concentration at half of the fitted maximal effect; % of control where 0% means no effect; nearly all actives have a fitted effect of over 60% in size
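After overnight (16 hr) compound treatment at 37 °C, ELG1-luciferase HEK293T cells were lysed with ONE-Glo; luminescence quantified 30 min later at room temperature.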
FLuc counter: firefly luciferase modulation, counter-screen for miR-21 project; P08659; purified FLuc, Km substrates, luminescence inhibition; Potency, µM (highest dose often 57.5 µM), without a hit: at the top dose activity change, negative = inhibition, hits mostly inhibitors; actives 6.9% (n = 360,000); AID 588342;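 further: potency means the concentration at half of the fitted maximal effect; plate controls were vehicle for no effect and reference inhibitor for full effect; nearly all actives have a fitted effect of over 55% in size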
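Biochemical qHTS of compounds, final roughly 60 µM downward over six points, against 10 nM purified firefly luciferase using Km concentrations of substrates (10 uM D-luciferin, 10 uM ATP) in Tris acetate pH 7.5 buffer; luminescence output.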
FBPA coupling cs: counter-screen for Giardia aldolase inhibitors: coupling enzyme system | actives 0.67% (n = 290,000) | coupling enzyme system counterscreen, AmpLite Red fluorescence | activity change, negative = inhibition, % at 58.2 µM, hits read low; in the data active means activity change below about -30%; further: on the % scale 0 is the no-effect control and ±100 the full control effect
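Coupling enzymes only (glyceraldehyde-3-phosphate) + compound, at 57.5 uM final, 10 min RT; add substrate/coupling/AmpLite Red mix, 20 min RT; fluorescence ex 525/em 598 nm. Actives flag coupling-system interference.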
Tb PFK block: inhibitors of T. brucei phosphofructokinase; O15648; T. brucei PFK, ADP-Glo luminescence; Potency, µM (highest dose often 57.5 µM), for the others: top-dose activity, negative = inhibition, hits mostly inhibitors; actives 0.17% (n = 330,000); AID 485367;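 further: potency means the concentration at half of the fitted maximal effect; 0% = uninhibited 1x PFK enzyme wells and -100% = no-enzyme wells; nearly all actives have a fitted effect of over 60% in size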
Target sequence (O15648 whole entry, looked up): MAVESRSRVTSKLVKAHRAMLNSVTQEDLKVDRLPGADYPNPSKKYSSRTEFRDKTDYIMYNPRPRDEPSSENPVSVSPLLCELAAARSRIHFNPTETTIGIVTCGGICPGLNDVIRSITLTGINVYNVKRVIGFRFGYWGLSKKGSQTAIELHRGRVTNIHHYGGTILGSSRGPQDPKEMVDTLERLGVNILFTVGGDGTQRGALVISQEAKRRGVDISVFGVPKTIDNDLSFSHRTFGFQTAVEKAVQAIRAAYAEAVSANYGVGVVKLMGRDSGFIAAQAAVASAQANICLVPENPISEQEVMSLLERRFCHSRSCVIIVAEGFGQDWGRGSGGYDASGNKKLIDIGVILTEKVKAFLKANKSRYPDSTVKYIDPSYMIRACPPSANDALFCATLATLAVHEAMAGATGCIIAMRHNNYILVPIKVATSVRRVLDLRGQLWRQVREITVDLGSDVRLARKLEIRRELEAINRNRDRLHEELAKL
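Activity is normalized to no-enzyme wells (full inhibition) and 1.25 nM enzyme wells (no inhibition). Reaction: 0.5 mM F6P, 0.1 mM ATP, 45 min RT, ADP-Glo luminescence; concentration-response curves fitted and classed by quality.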
uPA generation: blocks generation of uPA at the cell surface; AID 540303; actives 0.31% (n = 330,000); Potency, µM (series often up to 38.3 µM), inactives show at the top dose activity change, negative = inhibition, usual class: inhibitors; cell surface uPA generation assay, qHTS; active means well fitted inhibition curve with a large enough effect; inconclusive means small, poorly fitted or top-dose-only effect; inactive means no such curve, though single readings can be large or run the other way; tested in mouse RAW 264.7 cells; further: potency means the concentration at half of the fitted maximal effect; on the % scale 0 is the no-effect control and ±100 the full control effect; nearly all actives have a fitted effect of over 55% in size
Numbers without * were called inactive; u = inconclusive; x = not tested or not shown; & = joins results of further samples; [ ] = another dose, or the depositor's remark. Unless noted, the call rests on the fitted dose curve; in most records, active means well fitted curve in the direction sought with a large enough effect; inconclusive means small, poorly fitted or top-dose-only effect, or another doubt; inactive means no such curve, though single readings can be large; an effect the other way counts as inactive or inconclusive.

SMILES	KCNH2 3.1 inh	NPC1 prom act	RORgamma inh	Giardia killer	Rab9 promoter act	Gal4-VP16 FLuc	ELG1 genotox	FLuc counter	FBPA coupling cs	Tb PFK block	uPA generation
Cc1cc(N2CCOCC2)nc2ccc(NC(=O)CCC(=O)N3CCN(c4ccccc4)CC3)cc12	12	u	11%	18	30%	11%	9%	12µM*	-1	1%	2%
O=C(CCC1CCCN(C(=O)c2cccs2)C1)N1CCN(c2ccccn2)CC1 (centres undefined)	2	-7%	9%	12	-8%	-3%	-6%	1%	5	6%	-1%
COc1ccc(CNC(=O)Cn2nc(C(F)(F)F)c3c2CCC3)cc1	3	6%	8%	2	-1%	-15%	-6%	1%	6	15%	4%
COc1ccc(OC)c(-c2csc(NC(=O)CSCc3c(C)noc3C)n2)c1	42	-2%	x	-3	-4%	x	-16%	1%	x	11%	-3%
CN1/C(=C\C(=O)c2oc3ccccc3c2N)C(C)(C)c2ccccc21	-36	4%	4%	15	0%	-11%	-12%	-6%	-1	-1%	2%
Cc1ccc(S(=O)(=O)N(C)/N=C/C=C/c2ccccc2)cc1	7	-3%	u	12	2%	-6%	-3%	1%	2	-1%	3%
O=C(NC1CCCCC1)c1cc(-c2ccccn2)nc2ccccc12	14	-6%	-15%	-30	1%	-5%	-7%	2%	0	-1%	-5%
CCN=C1SC(CC(=O)Nc2sc(C)c(C)c2C(=O)OC)C(=O)N1CC (centres undefined)	2	-5%	-31%	10	-8%	-8%	3%	0%	0	3%	5%
COc1ccc(C2c3c(noc3C)CC(C)(O)C2C(C)=O)cc1 (centres undefined)	-40	-3%	2%	7	-3%	-10%	-10%	-2%	7	9%	3%
COc1cc(C(=O)NCC(c2cccnc2)N2CCN(c3ccc(F)cc3)CC2)cc(OC)c1OC (centres undefined)	24	0%	31%	-5	-7%	-3%	-5%	-3%&-15%	1	8%	-1%
CC1=CCC2C(=O)N(c3ccc(OC(=O)c4ccco4)cc3)C(=O)C2C1 (centres undefined)	21	-5%	8%	19	-13%	-17%	2%	4%	0	-9%	2%
O=C(NCc1ccncc1)c1ccc2nc(Cc3ccccc3F)oc2c1	8	-4%	0%	3	11%	-17%	-8%	-4%	x	-1%	-8%
CC(C)CC(=O)NC(=S)Nc1ccccc1N1CCCC1	29	1%	4µM*	3	-5%	11µM*	-2%	6%	1	-1%	15%
CC(=O)c1cccc(NCC(=O)Nc2cccc(S(=O)(=O)N3CCCCC3)c2)c1	-3	-1%	x	5	-2%	x	u	-19%	x	-2%	-17%
COc1ccc(NC(=O)N(C)C[C@H]2Oc3c(NC(=O)Nc4ccccc4)cccc3C(=O)N([C@H](C)CO)C[C@@H]2C)cc1	18	x	x	24	x	x	-1%	x	x	7%	-8%
O=[N+]([O-])c1cc(C(F)(F)F)ccc1NCCOc1ccccc1	-1	u	39%	-6	u	6%	u	13µM*	-5	1%	8%
COc1ccc(-c2c(C(F)(F)F)nn(C)c2NC(C)=O)cc1	-6	-4%	26%	8	-1%	1%	-5%	-2%	1	-10%	0%
CCOc1ccc(-c2nnc(N(CC)C(=O)C3CCC3)s2)cc1	2	2%	-1%	34[activator]	5%	-7%	u	7.6µM*	2	-1%	-2%
CCC(C)Nc1nc(CN2CCOCC2)nc2sc3c(c12)CCC3 (centres undefined)	-13	-2%	11µM*	-3	-1%	u	4%	1%	2	-2%	-3%
COc1cc(/C=C2/SC(=O)NC2=O)ccc1OCc1ccccc1	-4	2%	u	-12	11%	u	10%	u	5	1%	u
COc1ccc(S(=O)(=O)N(C)C[C@H]2Oc3ccc(NC(=O)Nc4ccccc4)cc3C(=O)N([C@H](C)CO)C[C@@H]2C)cc1	7	x	x	12	x	x	-6%	x	x	0%	7%
COc1ccc(N2C(=O)C3C4C=CC(c5ccccc5)(C3C2=O)C2C(=O)N(c3ccc(OC)cc3)C(=O)C42)cc1 (centres undefined)	-3	-1%	10%	1	-3%	-8%	-1%	2%	0	6%	5%
O=[N+]([O-])c1ccc(S(=O)(=O)Nc2ccc3c(c2)OCCO3)cc1	10	-6%	4%[1.91 µM]	u	-2%	-1%	0%	-5%	1	-4%	0%
CCOc1ccccc1CNc1ncnc2ccc(-c3c(C)noc3C)cc12	x	-10%&-8%	40µM*	-25	-5%&-1%	u	u	-17%	0	3%&0%	u
Cc1ccc(C)n1-n1c(C)nc2sc3c(c2c1=O)CCCCC3	3	-3%	5%[0.365 µM]	-6	-2%	x	-1%	1%	-3	0%	-2%
CC(=O)OCCn1c(=O)c2cc3c(=O)n(CCOC(C)=O)c(=O)c3cc2c1=O	-13	1%	-1%	-15	4%	-3%	10%	2%	-2	-4%	7%
CCOc1ccc(N(CC(=O)NCc2ccco2)C(=O)CCC(=O)Nc2ccccn2)cc1	-7	6%	12%	18	-3%	15%	-2%	0%	0	2%	-2%
CCOC(=O)C1=C(CC)Nc2ccccc2N=C1NC(=O)Cn1cnc2ccccc2c1=O	-6	-1%	2%	-6	-9%	4%	1%	-1%	-1	0%	5%
CCOc1ccc(/C(O)=C2/C(=O)C(=O)N(CCN(C)C)C2c2ccccc2)cc1Cl (centres undefined)	4	1%	11%	-23	-1%	0%	1%	-1%	12	-5%	-3%
O=C(NC(Cc1c[nH]c2ccccc12)c1nnc2n1CCCCC2)c1ccc(Cl)cc1 (centres undefined)	-15	-3%	42%	10	-4%	-7%	1%	2%	x	0%	x
Cc1ccc(S(=O)(=O)Cn2nnnc2C(C(C)C)N2CCc3ccccc3C2)cc1 (centres undefined)	-3	9%	-3%[10 µM]	11	-5%	-5%	0%	-1%	-6	-3%	-13%
Cc1nn(C)c(C)c1S(=O)(=O)N1CCC(C(=O)NC2CCCCCC2)CC1	-16	0%	-18%	-11	-1%	2%	2%	-1%	6	3%	15%
COc1cc(/C=N/Nc2cc(C)nc(NS(=O)(=O)c3ccc(C)cc3)n2)ccc1O	-1	-5%	-16%	4	1%	0%	2%	0%	3	6%	-4%
O=C(CN1CCN(S(=O)(=O)N2CCCCCC2)CC1)Nc1cc(Cl)ccc1Cl	-12	-2%	-19%	-12	0%	-4%	-23%	0%	2	1%	2%
CCCCC/C=C/C1=CC(=O)C[C@H](c2ccc(OC)c(OC)c2)C1	6	0%	x	-13	1%	x	-2%	-4%	x	0%	-20%
O=C(C1CCCN(S(=O)(=O)c2ccc(Br)cc2)C1)N1CCOCC1 (centres undefined)	x	-6%	-1%	-2	-2%	-12%	-1%	1%	x	-2%	2%
Cc1cccc(OCC(=O)Nc2ccc(C(=O)NCC(C)C)cc2)c1	1	-3%	15%	11	-5%	-7%	8%	-4%	7	6%	4%
CCOc1cc(S(=O)(=O)NCc2ccccc2)ccc1Br	-14	1%	19%	12	-3%	-2%	-5%	7%	0	-2%	4%
Cc1cccc(NC(=O)c2cc(-c3cccnc3)nc3c(C)cccc23)n1	x	0%	28%	10	-2%	7%	-10%	u	x	-3%	0%
N#Cc1ccsc1NC(=O)COC(=O)C1=NNC(=O)CC1	-5	-3%	x	9	21%	x	4%	-12%	x	u	10%
O=C(CCNS(=O)(=O)c1cccc2nsnc12)NCc1ccco1	-13	0%	-2%	16	8%	-4%	-2%	-3%	1	-2%	-2%
CSc1ccc(S(=O)(=O)N2CCC(C(=O)N3CCc4ccccc4C3)CC2)cc1	-2	-6%	30%	15	-2%	4%	-9%	0%	2	7%	-2%
CCOC(=O)c1c(NC(=O)CCc2ccc(CC)o2)sc(C)c1C	-8	2%	-10%	-7	0%	-23%	0%	-2%	2	-4%	3%
Cc1nn(Cc2ccccc2)c(N)c1-c1ccccc1	-22	2%	-23%	-19	-8%	2%	-3%	0%	3	1%	1%
CC1CN(C2=CC(=O)CCC2)CC(C)O1 (centres undefined)	-17	-1%	9%	-5	-4%	0%	-1%	-1%	5	5%	2%
CCC(C)C(NC(=O)C1CCC(C)CC1)C(=O)Nc1ccc(OC)cc1 (centres undefined)	-13	-1%	-20%	9	-3%	0%	7%	0%	0	-6%	x
Cc1ccc(NCC(=O)Nc2ccc(Br)cc2)cc1F	-3	-1%	u	-11	0%	1%	0%	-1%	5	-6%	9%
Cc1ccc(OCC(=O)Nc2ccc(O)c(C(=O)O)c2)cc1C	-2	1%	-54%	-15	1%	u	2%	17µM*	15	-2%	5%
Cc1ccc(S(=O)(=O)N2CCN(S(C)(=O)=O)C2C)cc1 (centres undefined)	3	-2%	x	12	-1%	x	2%	-1%	x	-2%	8%
